# Compound activity from PubChem.
# NRP1-CendR mod: NRP-1/CendR interaction modulation. O14786. FAM-RPARPAR peptide binding to NRP-1, fluorescence polarization. inhibition, % at 25 µM. 360,000 tested, 0.85% active. AID 602438;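 active = inhibition or corrected inhibition above about 18%, plus a signal ratio from 0.5 to 1.5, limit read from the data, passing the limit was not always enough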; also: strong numbers were not always called active
# SUMO1 PPI mod: SUMO1-SIM interaction modulation; P63165; SUMO1 binding to a labelled peptide, TR-FRET, 1 h; inhibition, % at 20 µM; 360,000 tested, 0.33% active; in the data active = inhibition above about 37%
# Neddylation inh: cullin neddylation inhibition; calls only at 25 µM; 360,000 tested, 0.58% active; P61081+Q13564; TR-FRET cullin neddylation, biochemical; in the data active = inhibition above about 36%
# SKN-1 block: C. elegans SKN-1 inhibition; inhibition, % at 21.8 µM; C. elegans VP596 Pgst-4::GFP/RFP ratio, acrylamide-induced, 24 h; 360,000 tested, 0.49% active;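 active = interference check ratio from 0.5 to 1.5 plus GFP to RFP signal ratio inhibition reaching or exceeding a fixed threshold, cut at about 30% in these data, passing the limit was not always enough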; also: some compounds called inactive have numbers as strong as hits
# STEP block: STEP (human) phosphatase inhibition | P54829 | recombinant STEP, OMFP fluorogenic substrate, fluorescence | inhibition, % at 20 µM | 360,000 tested, 0.25% active | AID 588621;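 active = inhibition at 20 µM, scaled per plate between control wells, above about 37%, limit read from the data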;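 also: 0% = DMSO with enzyme and substrate and 100% = substrate only without enzyme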
#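 Also added – OMFP at 25 µM · Test system – STEP tyrosine phosphatase · Technique – FITC-channel fluorescence of OMFP product · Schedule – 20 min at room temperature, dark · Evaluation – control-normalized % inhibition with plate pattern correction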
# NadD inh: NadD (S. aureus) enzyme inhibition | 360,000 tested, 0.78% active | inhibition, % at 20 µM | purified NadD enzyme, colorimetric absorbance read-out; in the data active = inhibition above about 26%; also: some compounds past the cut are filed as inactive
# LMPTP inh: blocks human LMPTP phosphatase; P24666; inhibition, % at 20 µM; 360,000 tested, 0.22% active; recombinant LMPTP-A, OMFP fluorogenic substrate, fluorescence intensity;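 active = compounds that cut the enzyme signal by at least half of the control window in the single-dose screen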;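 also: plate controls were DMSO wells with enzyme plus substrate for no effect and substrate without enzyme for full effect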
#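 Test system – LMPTP-A phosphatase enzyme · Quantity – 0.625 nM LMPTP-A final · Reagent – OMFP substrate, 400 µM final · Dosing – one test concentration per compound, 20 µM, with 3% DMSO overall · Timing – 50 min enzyme reaction at room temperature, protected from light · Detection – fluorescence intensity · Controls – substrate-only low control, DMSO enzyme-plus-substrate high control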
# DNMT1 inh: DNMT1 (human) enzyme inhibition; P26358; DNMT1 molecular beacon, Hinp1I cleavage, fluorescence; inhibition (reported as % activation of signal), % at 10 µM; 360,000 tested, 0.83% active; AID 588458; in the data active = inhibition above about 50%
# Target sequence (P26358 504-1616 limits assumed): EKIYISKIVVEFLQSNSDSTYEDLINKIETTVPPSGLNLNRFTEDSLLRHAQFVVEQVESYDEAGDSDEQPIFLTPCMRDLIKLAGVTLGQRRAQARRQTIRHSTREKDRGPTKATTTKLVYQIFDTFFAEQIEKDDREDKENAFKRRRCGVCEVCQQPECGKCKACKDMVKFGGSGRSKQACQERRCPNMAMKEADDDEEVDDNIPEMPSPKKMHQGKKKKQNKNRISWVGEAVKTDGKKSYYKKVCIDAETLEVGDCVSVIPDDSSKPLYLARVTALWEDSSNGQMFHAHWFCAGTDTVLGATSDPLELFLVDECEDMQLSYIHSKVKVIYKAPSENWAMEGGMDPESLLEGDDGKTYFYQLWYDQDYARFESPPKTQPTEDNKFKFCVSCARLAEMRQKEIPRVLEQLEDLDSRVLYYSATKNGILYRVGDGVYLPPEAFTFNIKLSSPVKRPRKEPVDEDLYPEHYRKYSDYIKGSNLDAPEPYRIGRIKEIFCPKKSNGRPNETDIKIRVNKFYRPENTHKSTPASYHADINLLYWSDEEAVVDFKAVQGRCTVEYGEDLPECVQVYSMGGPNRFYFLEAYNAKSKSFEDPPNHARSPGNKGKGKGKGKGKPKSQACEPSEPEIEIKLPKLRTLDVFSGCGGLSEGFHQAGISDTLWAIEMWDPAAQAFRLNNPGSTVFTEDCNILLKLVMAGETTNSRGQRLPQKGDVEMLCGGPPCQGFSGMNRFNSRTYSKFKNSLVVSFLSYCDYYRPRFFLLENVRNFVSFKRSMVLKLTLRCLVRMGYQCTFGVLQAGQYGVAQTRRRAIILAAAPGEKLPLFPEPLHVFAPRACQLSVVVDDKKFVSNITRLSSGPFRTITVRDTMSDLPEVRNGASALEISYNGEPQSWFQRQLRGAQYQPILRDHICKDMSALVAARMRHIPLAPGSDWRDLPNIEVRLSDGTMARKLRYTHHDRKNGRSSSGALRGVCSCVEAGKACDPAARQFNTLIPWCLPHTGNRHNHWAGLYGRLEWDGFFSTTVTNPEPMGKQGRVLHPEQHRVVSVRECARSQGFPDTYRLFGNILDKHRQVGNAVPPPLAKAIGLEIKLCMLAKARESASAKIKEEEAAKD
# Scp-1 inhibitor: Scp-1 (human) phosphatase inhibition | Recombinant Scp1, phosphopeptide, malachite green phosphate absorbance | AID 493091 | inhibition, % at 20 µM | 340,000 tested, 0.88% active | Q9GZU7;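 active = inhibition above about 50% at 20 µM, limit read from the data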;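 also: plate controls were DMSO wells with enzyme for no effect and wells lacking enzyme for full effect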
#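 Test system: SCP-1 phosphatase catalytic domain, residues 76-261; measured by: colorimetric phosphate reagent with accelerator and stabiliser, absorbance at 630 nm; timing: enzyme reaction 45 min at room temperature, colour 5 min, stabilisation 30 min; also added: Phosphorylated 17-residue peptide substrate; compound dosing: one concentration, 20 µM, with 1.0% DMSO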
# TbMetRS inhib: Trypanosoma brucei MetRS inhibition. 360,000 tested, 0.4% active. purified T. brucei MetRS, ATP depletion, Kinase-Glo luminescence. AID 624268. inhibition, % at 11.9 µM;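 active = inhibition above a per-plate cutoff of the control wells' mean inhibition plus 3 SD, cut at about 5.5% in these data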;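 also: 0% = DMSO wells median and 100% = median of wells with control inhibitor compound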
#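 Measured by: Kinase-Glo luciferase luminescence reporting remaining unconsumed ATP. Material: purified T. brucei MetRS enzyme. Doses: 11.9 µM compound single dose, 0.9% DMSO. Medium: HEPES buffer containing pyrophosphatase, BSA, spermine, DTT. Times: 15 min preincubation, 2 h reaction, all 25 °C. Reagent: methionine, ATP and bulk E. coli tRNA.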
# * = called active by the depositor; i = inactive; nt = no result given. Not a hit list; overall some 4.6% were active at least once.
1) CC(C)NC(=O)N(C)C[C@H]1Oc2c(NC(=O)Nc3ccccc3)cccc2C(=O)N([C@H](C)CO)C[C@@H]1C
2) CCSc1nc2sc3c(c2c(=O)[nH]1)CC(C)(C)OC3
3) CN1CCSc2ccc(C(=O)NCc3ccccc3F)cc21
4) CCCCn1c(N)c(N(CC(C)C)C(=O)CCS(=O)(=O)c2ccc(C)cc2)c(=O)[nH]c1=O
5) CCN(CC(=O)Nc1ccccc1C(F)(F)F)C(=O)Cc1sc(C)nc1-c1ccc(F)cc1
6) CCc1nnc(NC(=O)CN2CCN(S(C)(=O)=O)CC2)s1
7) Fc1ccc(-c2nnc(-c3ccc(Cl)cc3)o2)cc1
8) O=C(Cn1cnc2c(NCc3ccccc3)ncnc21)NCc1ccc2[nH]ccc2c1
9) CCCCn1cnc2c1c(=O)[nH]c(=O)n2CCCC
10) Cc1ccccc1N/C=C/C(=C(C#N)C#N)N(C)C

assay / compound,1,2,3,4,5,6,7,8,9,10
NRP1-CendR mod,-2,13,-6,17,5,8,-3,-12,-10,13
SUMO1 PPI mod,1,7,-2,15,-4,4,2,2,0,-4
Neddylation inh,i,i,i,i,i,i,i,i,i,i
SKN-1 block,7,-6,0,10,-1,14,26,-1,7,10
STEP block,-3,-1,0,3,1,-2,0,-1,0,1
NadD inh,-1,-6,-1,3,-6,-2,2,-1,0,1
LMPTP inh,-2.4,0.8,-0.2,-0.1,-0.9,-0.7,-1.5,0.0,-0.9,-1.8
DNMT1 inh,4,-1,3,3,-1,1,6,5,-1,4
Scp-1 inhibitor,2,-8,-1,-3,6,-2,-1,0,0,-8
TbMetRS inhib,-0.3,-0.1,0.1,-0.2,0.1,-0.1,-1.7,1.1,-0.3,-0.6

11) CC(C)Cn1c(N)c(C(=O)COC(=O)/C=C/c2cccs2)c(=O)n(C)c1=O
12) O=C(NCC(c1ccco1)N1CCOCC1)c1ccc(F)cc1 (centres undefined)
13) COc1ccc(-c2cc(NC=O)c3ncc(-c4ccc(C(C)=O)cc4)n3c2)cn1
14) O=C(NCc1ccc(F)cc1)C(=O)c1cn(CC(=O)N2CCCC2)c2ccccc12
15) CC(CNC(=O)c1cc(COc2ccc3ncccc3c2)on1)c1ccccc1 (centres undefined)
16) Cc1cccc(OCCCN2C(=O)C(=O)c3cc(C)ccc32)c1
17) CCCCCCN1CC(=O)N2[C@@H](Cc3c([nH]c4ccccc34)C2(C)C)C1=O
18) CCCCN(CC)CCNC(=O)Cn1cc2c(n1)-c1c(oc(C(=O)N3CCCC3)c1C)CC2
19) O=C(Oc1cc(=O)oc2ccccc12)c1ccccc1
20) CC(=O)/C(C(=N)N1CCN(c2cccc(Cl)c2)CC1)=C(\C)O

assay / compound,11,12,13,14,15,16,17,18,19,20
NRP1-CendR mod,-9,10,-61,19,9,11,-3,9,-5,8
SUMO1 PPI mod,-29,16,-6,-9,-2,-20,2,-7,2,-3
Neddylation inh,i,i,i,i,i,i,i,i,i,i
SKN-1 block,-2,14,3,-2,12,-8,-1,15,5,19
STEP block,3,3,1,-2,0,10,0,-3,-3,1
NadD inh,-5,7,-1,1,-1,-4,-9,-6,2,2
LMPTP inh,0.2,-0.3,2.6,-0.6,3.2,3.1,1.8,-1.3,-1.1,-1.5
DNMT1 inh,-12,0,-7,-1,-4,4,-4,-4,2,5
Scp-1 inhibitor,-10,-3,nt,-6,-2,-17,2,-9,-4,-6
TbMetRS inhib,-0.6,-0.1,-0.2,-0.3,-0.3,0.0,-0.1,0.0,-1.6,-0.6

21) Clc1ccc(CSc2nnc(-c3cccnc3)o2)cc1
22) COc1ccc(OC2CCN(C(=O)Nc3ccc(C)cc3)CC2)cc1
23) C/C(=N/NC(=O)c1cc(Cl)ccc1O)C12CC3CC(CC(C3)C1)C2
24) CCc1nnc(NC=C2C(=O)OC(C)(C)OC2=O)s1
25) CCn1cc(C(=O)N(C)c2ccccc2F)c2cc(OC)c(OC)cc2c1=O
26) COc1ccc(C(=O)NCC(=O)N2CCCC(C(F)(F)F)C2)cc1OC (centres undefined)
27) COc1cc(C=O)ccc1OCC(=O)Nc1cccc(S(=O)(=O)N(C)c2ccccc2)c1
28) CC(C)N1CCC(=NNC(=O)c2cccs2)CC1
29) Cc1ccc(-c2nc3n(n2)Cc2ccccc2-3)cc1
30) O=C(c1cc2ccccc2oc1=O)N1CCN(CCc2ccccc2)CC1

assay / compound,21,22,23,24,25,26,27,28,29,30
NRP1-CendR mod,-10,-2,-5,-10,0,4,-3,-6,0,-7
SUMO1 PPI mod,-3,-1,-1,-3,2,-33,2,-4,5,-4
Neddylation inh,i,i,i,i,i,i,i,i,i,i
SKN-1 block,1,5,-5,14,20,15,13,11,21,4
STEP block,4,-1,1,-3,2,-1,0,-1,1,-1
NadD inh,0,-3,4,0,-4,2,-6,-2,-6,-3
LMPTP inh,-1.0,3.1,-1.9,-0.3,0.8,-11,1.3,-0.5,-0.9,-0.4
DNMT1 inh,0,10,0,-2,-1,-2,-4,1,0,8
Scp-1 inhibitor,5,-18,-7,-7,0,-7,-13,0,-2,-6
TbMetRS inhib,-0.3,-1.6,-0.6,-1.7,-0.4,-0.2,-0.2,-0.2,-0.9,-0.8

# A draw from above in order of heavy-atom count, high to low:
18) CCCCN(CC)CCNC(=O)Cn1cc2c(n1)-c1c(oc(C(=O)N3CCCC3)c1C)CC2
27) COc1cc(C=O)ccc1OCC(=O)Nc1cccc(S(=O)(=O)N(C)c2ccccc2)c1
15) CC(CNC(=O)c1cc(COc2ccc3ncccc3c2)on1)c1ccccc1 (centres undefined)
25) CCn1cc(C(=O)N(C)c2ccccc2F)c2cc(OC)c(OC)cc2c1=O
30) O=C(c1cc2ccccc2oc1=O)N1CCN(CCc2ccccc2)CC1
26) COc1ccc(C(=O)NCC(=O)N2CCCC(C(F)(F)F)C2)cc1OC (centres undefined)
22) COc1ccc(OC2CCN(C(=O)Nc3ccc(C)cc3)CC2)cc1
23) C/C(=N/NC(=O)c1cc(Cl)ccc1O)C12CC3CC(CC(C3)C1)C2
16) Cc1cccc(OCCCN2C(=O)C(=O)c3cc(C)ccc32)c1
20) CC(=O)/C(C(=N)N1CCN(c2cccc(Cl)c2)CC1)=C(\C)O
19) O=C(Oc1cc(=O)oc2ccccc12)c1ccccc1
24) CCc1nnc(NC=C2C(=O)OC(C)(C)OC2=O)s1

assay / compound,18,27,15,25,30,26,22,23,16,20,19,24
NRP1-CendR mod,9,-3,9,0,-7,4,-2,-5,11,8,-5,-10
SUMO1 PPI mod,-7,2,-2,2,-4,-33,-1,-1,-20,-3,2,-3
Neddylation inh,i,i,i,i,i,i,i,i,i,i,i,i
SKN-1 block,15,13,12,20,4,15,5,-5,-8,19,5,14
STEP block,-3,0,0,2,-1,-1,-1,1,10,1,-3,-3
NadD inh,-6,-6,-1,-4,-3,2,-3,4,-4,2,2,0
LMPTP inh,-1.3,1.3,3.2,0.8,-0.4,-11,3.1,-1.9,3.1,-1.5,-1.1,-0.3
DNMT1 inh,-4,-4,-4,-1,8,-2,10,0,4,5,2,-2
Scp-1 inhibitor,-9,-13,-2,0,-6,-7,-18,-7,-17,-6,-4,-7
TbMetRS inhib,0.0,-0.2,-0.3,-0.4,-0.8,-0.2,-1.6,-0.6,0.0,-0.6,-1.6,-1.7

28) CC(C)N1CCC(=NNC(=O)c2cccs2)CC1

assay / compound,28
NRP1-CendR mod,-6
SUMO1 PPI mod,-4
Neddylation inh,i
SKN-1 block,11
STEP block,-1
NadD inh,-2
LMPTP inh,-0.5
DNMT1 inh,1
Scp-1 inhibitor,0
TbMetRS inhib,-0.2

# Additional compounds follow:
31) CC(C)(C)NC(=O)CSc1nnc(-c2ccco2)n1Cc1ccco1
32) COc1ccc(NC(=O)CCC(=O)N/N=C/c2cn(C)nc2C)cc1
33) CC(C)(C)NC(=O)NCc1cccnc1
34) Cn1cnc([N+](=O)[O-])c1Sc1nc(N)nc2c1ncn2Cc1ccccc1
35) CCCCN(C=O)c1c(CC)nc2ccc(C(=O)N(C)Cc3ccccc3)cn12
36) CC(=O)N1CCN(c2ccc(OC[C@H]3CO[C@](Cn4ccnc4)(c4ccc(Cl)cc4Cl)O3)cc2)CC1
37) CCOC(=O)C1CCN(S(=O)(=O)c2cc(C(=O)N3CCCCC3)ccc2OC)CC1
38) CC1(C)CC(NC(=O)c2coc(=O)c(Br)c2)CC(C)(C)N1
39) O=C(O)c1cccc(S(=O)(=O)N2CCN(Cc3ccc4c(c3)OCO4)CC2)c1
40) Cc1ccc(C)c(N2CCN(C(=O)C3CCCN(S(=O)(=O)c4cnc[nH]4)C3)CC2)c1 (centres undefined)
41) CN1C(=O)C(C)(C)c2cc(S(=O)(=O)N3CCN(c4ccc(F)cc4)CC3)ccc21
42) CCOC(=O)N1CCC(NC(=O)CCC(=O)N2CCOc3ccccc32)CC1
43) Cc1ccccc1C(=O)NNC(=O)C1CC(=O)N(c2ccc3c(c2)OCCO3)C1 (centres undefined)

assay / compound,31,32,33,34,35,36,37,38,39,40,41,42,43
NRP1-CendR mod,10,-11,7,19,9,-7,12,-8,6,6,1,10,2
SUMO1 PPI mod,1,-3,0,-24,4,5,-1,-15,-1,0,1,-3,0
Neddylation inh,i,i,i,i,i,i,i,i,i,i,i,i,i
SKN-1 block,3,-2,-6,20,11,8,18,-12,-9,-2,12,9,-13
STEP block,-2,-2,0,0,-5,1,-2,-7,1,-1,-1,0,1
NadD inh,0,-5,-2,0,4,8,-5,4,-4,6,-3,9,-5
LMPTP inh,-0.3,-1.7,-0.3,-2.5,-0.7,0.9,-0.1,-5.4,-1.2,-0.9,1.0,-2.7,-0.5
DNMT1 inh,15,5,-2,7,2,-5,-1,-1,4,-1,-1,2,4
Scp-1 inhibitor,3,-2,-3,-8,nt,-3,-5,-3,1,3,-7,-6,-8
TbMetRS inhib,-1.0,0.1,-0.8,-0.2,-0.3,-0.4,0.0,0.0,-0.4,-0.1,0.6,0.4,-0.1
